Bioassay records from PubChem.
Mcl1 Noxa PPI = Mcl-1/Noxa binding inhibitors, primary screen, biochemical, TR-FRET, 1536-well | Induced myeloid leukemia cell differentiation protein Mcl-1 (Homo sapiens), Q07820 | TR-FRET Mcl-1/Noxa peptide binding, 2 h | inhibition, % at 21.7 µM | 220,000 compounds, 1.5% hits | AID 1022, 2008;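 active = compounds that cut the protein-peptide binding signal by more than 50% relative to plate controls in a single-dose test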;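 note: His-tagged Mcl-1 with rhodamine Noxa BH3 peptide and terbium anti-His antibody; 0% = Mcl-1 plus Noxa peptide wells and 100% = peptide-only wells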
Target sequence (Q07820 whole entry, looked up): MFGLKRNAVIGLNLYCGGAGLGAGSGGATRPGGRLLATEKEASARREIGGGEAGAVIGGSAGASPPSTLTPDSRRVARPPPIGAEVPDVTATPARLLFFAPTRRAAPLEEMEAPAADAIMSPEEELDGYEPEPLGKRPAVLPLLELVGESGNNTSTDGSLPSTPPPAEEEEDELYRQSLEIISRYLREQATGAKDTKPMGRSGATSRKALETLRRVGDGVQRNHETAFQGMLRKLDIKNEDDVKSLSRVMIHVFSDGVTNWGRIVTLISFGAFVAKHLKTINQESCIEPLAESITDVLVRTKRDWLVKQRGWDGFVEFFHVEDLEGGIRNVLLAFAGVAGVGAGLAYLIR
RGS4-Gao reg = modulators of RGS4 binding to Galphao, primary screen, biochemical, multiplexed bead flow cytometry; Guanine nucleotide-binding protein G(o) subunit alpha (Homo sapiens), P09471; actives lie on both sides; binding response (% of control), % at 10 µM; 220,000 compounds, 0.33% hits; in the data active = binding response below about 49% or above about 150%; inactive = in between;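 note: fluorescent Galphao activated with aluminum fluoride binding bead-coupled RGS4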
Avidin bead fluor = green autofluorescence of compounds with avidin beads – biophysical, 488/530 nm, flow cytometry, artefact control, profiling panel. compound fluorescence 488/530 nm; stronger effect = higher value. 220,000 compounds, 0.38% hits. fluorescence (KMESF) at 10 µM. AID 1775, 2009; in the data active = fluorescence above about 47; note: inactives centre near 10
ABCB1 inh = ABCB1 efflux pump inhibitors, primary screen, cell-based, multiplex, flow cytometry, ABCG2 counter-screen | ATP-dependent translocase ABCB1 (Homo sapiens), P08183 | CCRF-Adr cells, JC-1 efflux | inhibition, % at 6.6 µM | 190,000 compounds, 0.067% hits | AID 1326, 2008; in the data active = inhibition above about 40%;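 note: 0% = vehicle and 100% = reference inhibitor; higher value means more JC-1 retained so stronger ABCB1 efflux block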
RGS8-Gao reg = RGS8-Galphao binding modulators, primary screen, biochemical, multiplexed bead flow cytometry. Guanine nucleotide-binding protein G(o) subunit alpha (Homo sapiens), P09471. actives lie on both sides. response (percent of control binding), % at 10 µM. 220,000 compounds, 0.34% hits. AID 1423, 2008; in the data active = response below about 60% or above about 140%; inactive = in between;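 note: Galphao activated as the GDP aluminium fluoride complex binding bead-coupled RGS8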
Pf gamet viab = late stage P. falciparum gametocyte viability inhibitors, primary screen, ATP luminescence, HTS; P. falciparum stage V gametocytes, 24 h; inhibition, % at 10.9 µM; 150,000 compounds, 0.065% hits; AID 743093, 2013;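 active = inhibition above the mean plus 3 SD of compounds within the control limits, set per campaign, cut at about 38% in these data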;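 note: 0% = DMSO wells and 100% = medium only without gametocytes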
Mcl-1 Bim block = inhibitors of Bim peptide binding to Mcl-1, primary screen, biochemical, bead-based flow cytometry, multiplex; Induced myeloid leukemia cell differentiation protein Mcl-1 (Homo sapiens), Q07820; Bim peptide-Mcl-1 binding; inhibition, % at 10 µM; 190,000 compounds, 0.1% hits; AID 1009, 2008; in the data active = inhibition above about 40%;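 note: 0% = no compound tracer wells and 100% = peptide blocker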
Mcl1-Bid inh = Mcl-1/Bid binding inhibitors, primary screen, biochemical, TR-FRET, 1536-well. 220,000 compounds, 0.97% hits. Induced myeloid leukemia cell differentiation protein Mcl-1 (Homo sapiens), Q07820. inhibition, % at 21.7 µM. AID 1021, 2008. TR-FRET Mcl-1/Bid-Dy647 peptide binding;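 active = compounds that cut the binding signal by more than half at the single screening dose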;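 note: His-tagged Mcl-1 with europium anti-His antibody binding Bid BH3 peptide; 0% = Mcl-1 plus peptide wells and 100% = peptide-only wells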
ABCG2 inh = ABCG2 efflux pump inhibitors, primary screen, multiplex with ABCB1, IgMXP3 cells, flow cytometry; 190,000 compounds, 0.1% hits; inhibition, % at 6.6 µM; JC-1 efflux; AID 1325, 2008; Broad substrate specificity ATP-binding cassette transporter ABCG2 (Homo sapiens), Q9UNQ0;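 active = inhibition above 80%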;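 note: 0% = DMSO and 100% = nicardipine control wells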
Target sequence (Q9UNQ0 whole entry, looked up): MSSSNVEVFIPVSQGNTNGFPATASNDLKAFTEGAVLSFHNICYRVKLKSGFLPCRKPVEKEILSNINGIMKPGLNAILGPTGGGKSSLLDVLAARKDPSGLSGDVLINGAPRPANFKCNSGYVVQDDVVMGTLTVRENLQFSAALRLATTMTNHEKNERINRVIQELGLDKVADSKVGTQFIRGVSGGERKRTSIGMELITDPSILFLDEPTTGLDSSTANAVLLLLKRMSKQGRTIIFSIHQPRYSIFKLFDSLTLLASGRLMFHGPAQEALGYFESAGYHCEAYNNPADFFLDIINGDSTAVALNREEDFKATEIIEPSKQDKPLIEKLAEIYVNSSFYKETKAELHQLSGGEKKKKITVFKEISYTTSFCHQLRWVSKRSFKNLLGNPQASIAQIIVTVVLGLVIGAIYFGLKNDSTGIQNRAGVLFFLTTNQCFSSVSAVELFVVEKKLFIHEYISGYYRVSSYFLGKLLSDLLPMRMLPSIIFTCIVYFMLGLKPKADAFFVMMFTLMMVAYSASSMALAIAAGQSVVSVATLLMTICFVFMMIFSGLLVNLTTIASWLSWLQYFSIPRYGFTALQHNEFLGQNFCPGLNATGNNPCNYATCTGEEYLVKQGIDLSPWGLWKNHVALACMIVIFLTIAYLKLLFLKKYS
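Incubation: cells with compound and JC-1, 10 min at 25 °C, rotating, no wash / Test system: IgMXP3 (ABCG2) plus far-red-tagged CCRF-Adr (ABCB1) cells / Compound dosing: one concentration, 6.6 µM final / Also added: JC-1 fluorescent substrate / Evaluation: efflux inhibition in percent versus controls / Detection: flow cytometry, 530 nm JC-1 signal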
RGS7-Gao = RGS7-Galphao binding modulators, primary screen, biochemical, multiplexed bead flow cytometry; Guanine nucleotide-binding protein G(o) subunit alpha (Homo sapiens), P09471; actives lie on both sides; binding response (% of control), % at 10 µM; 220,000 compounds, 0.35% hits; in the data active = binding response below about 49% or above about 150%; inconclusive = no clear call, values can overlap the other calls; inactive = in between;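 note: fluorescent Galphao held in activated GDP-AlF4 state binding bead-coupled RGS7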
GSH bead fluor = compound fluorescence on glutathione beads, profiling panel, artefact control, biophysical, 488/530 nm, flow cytometry; GSH beads flow cytometry, compound fluorescence 488/530 nm; stronger effect = higher value; fluorescence (KMESF) at 10 µM; 190,000 compounds, 0.25% hits; AID 1776, 2009; in the data active = fluorescence above about 89;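 note: glutathione beads carrying GST-tagged Bcl family fusion proteins plus one bare bead set; values are compound well signal with DMSO vehicle wells as background; inactives centre near 16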
* = called active by the depositor; ? = inconclusive; nt = no result given.

SMILES	Mcl1 Noxa PPI	RGS4-Gao reg	Avidin bead fluor	ABCB1 inh	RGS8-Gao reg	Pf gamet viab	Mcl-1 Bim block	Mcl1-Bid inh	ABCG2 inh	RGS7-Gao	GSH bead fluor
CC1Oc2ccccc2N(Cc2ccccc2F)C1=O (centres undefined)	-8.7	98.9	29	0.1	99.8	nt	-2.0	-19.7	-0.1	99.5	15
O=[N+]([O-])c1ccc(F)cc1Oc1nc(-c2cccnc2)nc2ccccc12	4.6	97.8	5	2.3	100.7	nt	4.0	-42.2	7.4	96.5	15
CCOC(=O)CNC(=O)CSc1nnc(-c2ccco2)n1N	10.9	103.3	38	0.8	101.1	-0.2	-4.0	-1.9	3.0	102.8	22
C=C(C)CC(NCc1ccco1)c1ccc(OC)cc1 (centres undefined)	3.3	98.0	7	0.2	102.2	13.7	-5.0	-10.5	0.6	97.2	30
O=C(CC(SCCO)c1ccc2c(c1)OCO2)c1ccco1 (centres undefined)	nt	99.0	11	0.1	99.3	nt	-4.0	-16.1	1.4	98.7	29
O=C(N/N=C/c1ccccc1F)c1csc2c1CCCC2	-1.0	100.8	11	0.3	103.1	-6.9	0.0	-10.4	3.6	98.9	23
Cc1nc2ccc(-n3ccc(=O)cc3)cc2s1	19.3	105.3	10	0.1	110.6	2.4	-2.0	5.5	0.9	108.5	46
Cc1ccccc1CN(C)C(C)C(=O)Nc1ccccc1F (centres undefined)	-8.0	99.4	4	0.6	99.8	8.9	1.0	-2.5	2.6	89.7	9
NS(=O)(=O)c1ccc(CCNC(=O)COC(=O)/C=C/c2ccccc2Cl)cc1	16.4	101.0	6	0.4	101.2	-5.0	-4.0	-23.2	11.2	97.7	22
Cc1ccc2nc(NC(=O)c3ccc4c(c3)OCO4)sc2c1	nt	105.1	9	1.1	108.0	-9.9	-3.0	1.4	5.7	107.8	25
CCN(CC)C(=O)c1sc2c(c1C)c(=O)n(-c1ccc(OC)cc1OC)c(=O)n2CC(=O)c1ccccc1	-4.7	101.2	12	2.8	102.4	-1.6	-1.0	-7.2	0.2	99.1	14
Nc1nnc(SCC(=O)N2CCN(c3ccccc3)CC2)s1	-19.4	100.0	9	0.3	100.7	10.5	-1.0	-15.6	3.6	99.2	10
CCOc1ccc(Nc2nc(N)c([N+](=O)[O-])c(NCc3ccccc3)n2)cc1	-1.2	101.6	4	nt	99.3	18.2	nt	-3.5	nt	?	nt
COCCN(C(=S)Nc1ccc(C)c(C)c1)C(C)c1ccco1 (centres undefined)	3.6	98.0	16	0.5	97.9	11.5	0.0	-56.2	37.5	96.8	14
COc1ccc(C(OC(=O)c2cccs2)C(=O)NCC2CCCO2)cc1 (centres undefined)	22.3	109.2	9	0.5	105.1	nt	-1.0	-9.1	0.9	104.4	43
COc1cc(NC(=O)C/C(C)=N/NC(=O)Cc2ccc(Cl)cc2)c(OC)cc1Cl	10.9	99.0	22	0.8	96.9	nt	0.0	-25.5	8.7	99.4	14
CCOc1cccc(/C(O)=C2/C(=O)C(=O)N(Cc3ccco3)C2c2ccncc2)c1 (centres undefined)	11.1	100.9	25	0.0	101.2	nt	0.0	-80.3	-0.1	97.3	9
CC(=O)c1cccc(NC(=O)c2ccco2)c1	2.1	104.1	8	1.3	103.6	nt	0.0	-2.2	15.7	110.9	26
Cc1ccc(S(=O)(=O)NCCC(=O)Nc2ccc(Cl)c(Cl)c2)cc1C	-6.9	104.2	14	0.1	101.6	-14.6	-4.0	-1.3	6.6	105.4	19
CC(C)NC(=O)c1ccc(COCC(F)(F)C(F)F)cc1	6.6	102.9	13	-0.7	101.3	0.6	-4.0	1.2	19.6	101.4	33
C[C@@H](C(=O)Nc1ccc2ccccc2c1)[C@H]1C[C@]1(C)[C@H](NC(=O)c1cccnc1)c1ccccc1	11.7	99.8	11	3.1	101.4	nt	0.0	5.0	27.3	101.8	17
CC(C)OC(=O)Nc1ccc(Oc2c(F)c(F)c(F)c(F)c2F)cc1	6.2	90.6	38	1.4	95.6	nt	-2.0	-0.1	32.6	93.9	20
COc1cc(Br)c(CCNC(=O)Cc2ccccc2)cc1OC	7.7	102.6	21	1.1	103.5	nt	-1.0	-5.5	10.1	102.6	13
CC(C)Oc1ccc(/C=C/C(=O)NCC2COc3ccccc3O2)cc1 (centres undefined)	4.0	98.8	3	nt	103.3	10.7	nt	-4.6	nt	?	nt
CCC(C)Nc1nc2c(c(=O)n(C)c(=O)n2C)n1Cc1ccc(F)cc1 (centres undefined)	11.2	102.2	18	1.3	103.1	-21.6	-1.0	-53.7	9.7	103.9	29

(list continues)
SMILES	Mcl1 Noxa PPI	RGS4-Gao reg	Avidin bead fluor	ABCB1 inh	RGS8-Gao reg	Pf gamet viab	Mcl-1 Bim block	Mcl1-Bid inh	ABCG2 inh	RGS7-Gao	GSH bead fluor
CN1CCN(c2nc(N3CCN(c4ccccc4)CC3)ncc2F)CC1	4.7	95.1	10	0.7	96.9	nt	0.0	-27.5	2.3	93.9	16
CCOC(=O)c1cc2cc(-c3c(C(=O)OCC)oc4cc(O)cc(O)c4c3=O)ccc2o1	-7.5	96.1	11	0.7	95.1	nt	-2.0	-8.7	2.8	93.9	12
CCOc1cc(NC(=O)c2ccccn2)c(OCC)cc1NC(=O)CC(C)C	22.9	102.2	7	0.9	103.5	3.1	-4.0	-20.2	3.2	103.2	25
COc1ccc2c(CSc3nnc(-c4cccnc4)n3-c3ccccc3F)cc(=O)oc2c1	26.7	101.4	7	-1.6	103.3	-6.8	-12.0	-55.5	-8.3	96.8	20
COc1ccccc1NCCC(=O)OCC(=O)NC1CCCCC1	28.2	99.0	12	1.4	101.7	2.1	-12.0	-31.1	19.6	99.8	20
Cc1ccc(Oc2ncc(-c3ccc(Cl)cc3)cn2)cc1	5.0	100.8	9	0.1	102.4	1.3	-2.0	-2.4	4.9	97.7	18
Cn1cccc1/C=N/NC(=O)c1sc2ccccc2c1Cl	13.2	103.2	10	0.7	99.2	nt	-1.0	-39.5	5.1	99.6	9
CC1(C)CC(NC(=O)C23CCC(C)(C2Br)C3(C)C)CC(C)(C)N1 (centres undefined)	11.9	105.1	8	nt	106.0	-10.0	nt	6.8	nt	?	nt
COc1cc(CNn2nnnc2N)cc(Br)c1OCC(=O)NC(C)(C)C	-28.9	100.4	11	0.7	100.7	nt	-2.0	2.3	4.1	99.6	17
O=C(Cc1cccc2ccccc12)NN1C(=O)/C(=C\c2cccnc2)SC1=S	6.7	99.5	8	nt	100.6	-1.8	nt	-70.1	nt	?	nt
CCOC(=O)c1oc2ccccc2c1NC(=O)CCl	-9.5	103.2	9	nt	102.6	3.3	nt	9.2	nt	?	nt
O=C(Nc1nc2ccc(F)cc2s1)C1CCCO1 (centres undefined)	3.4	101.7	13	1.2	102.1	nt	0.0	-9.5	14.4	96.7	10
Cc1nc2ncnn2c(C)c1CCC(=O)NCc1ccccc1	3.6	104.7	15	0.5	103.2	6.7	-1.0	9.7	2.0	104.2	17
COc1ccc(NC(=O)c2c(OC)cccc2OC)c(OC)c1	-3.3	100.3	10	0.6	103.2	nt	0.0	-29.9	4.3	101.2	16
Fc1ccc(N2CCN(C3=Nc4cccc5cccc3c45)CC2)cc1	46.6	103.4	20	2.3	105.2	-8.5	1.0	-12.4	5.3	107.0	12
CC(=O)c1cn(Cc2ccccc2)c(=O)[nH]c1=O	-6.0	99.2	11	0.0	100.3	-7.9	0.0	-7.6	-0.1	?	13
COc1cc(NC(=O)Cn2nc(-c3ccc(F)cc3)ccc2=O)ccc1-n1cnnn1	0.3	99.8	24	0.1	96.4	nt	0.0	-15.2	1.2	98.5	11
CN(C)c1ccc(/C=N/NS(=O)(=O)c2ccc(Br)cc2)cc1	37.5	105.0	5	nt	100.2	-0.1	nt	-99.7	nt	?	nt
COc1ccc2nc(N3CCCC(O)C3)c(C#N)cc2c1 (centres undefined)	5.5	98.9	34	0.6	97.1	nt	0.0	4.2	3.9	99.5	12
Cc1ccc(C2=[N+]([O-])C(C)(C)N(O)C2(C)C)cc1	11.1	99.3	17	1.4	98.0	nt	0.0	-10.3	2.3	99.2	17
C=C(C)C1CC=C(C)/C(=N/NC(=O)c2ccoc2C)C1 (centres undefined)	-10.2	96.6	3	0.3	99.5	-21.5	-3.0	-38.0	7.1	95.3	10
Cc1cc(NS(=O)(=O)c2ccc(NC(=O)CCN3C(=O)c4ccccc4C3=O)cc2)no1	5.0	100.7	6	0.0	98.9	nt	2.0	-26.3	0.5	102.6	9
CCCCC(=O)Oc1cc(C)[nH]c(=O)c1[N+](=O)[O-]	14.9	100.9	13	0.5	101.4	-3.8	0.0	5.3	1.5	98.8	10
CCc1nnc(NC(=O)c2ccc(S(=O)(=O)N3CCCCC3C)cc2)s1 (centres undefined)	-19.0	101.5	8	1.0	102.0	nt	-4.0	5.5	7.3	101.1	52
Cc1ccc(C2/C(=C(/O)c3ccc(OC(C)C)cc3)C(=O)C(=O)N2CCN2CCOCC2)cc1 (centres undefined)	-2.5	117.9	11	1.2	126.9	-31.6	1.0	-35.0	-1.8	114.3	31
CC1=C(C(=O)Nc2ccccc2)C(c2ccco2)C(C#N)=C(SCC(=O)OC(C)C)N1 (centres undefined)	-0.1	100.0	38	1.9	97.7	nt	-2.0	-3.0	3.8	102.5	45
CCOC(=O)C1CCCN(C(=O)C2CCCN(S(C)(=O)=O)C2)C1 (centres undefined)	6.8	103.8	16	0.3	95.9	nt	0.0	-19.6	0.7	101.0	7
COc1cccc(C2=NOC(C(=O)N3CCc4ccccc4C3)C2)c1 (centres undefined)	9.1	101.0	23	1.1	101.1	nt	-1.0	-7.0	4.8	102.9	14
O=[N+]([O-])c1ccc(Sc2ccccn2)nc1	9.9	104.6	7	nt	104.3	-21.8	nt	-2.7	nt	?	nt
